DPM-DC inhibit – S. pneumoniae DPM-DC inhibition. purified DPM-DC, PK/LDH coupled NADH fluorescence. calls only at 10 µM. 65,000 tested, 0.49% active. AID 556;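 active means the 320 compounds with the highest percent inhibition in the single-dose primary screen, excluding strongly autofluorescent ones, cut at about 32% in these data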;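 further: kinetic rate of NADH fluorescence loss reporting ADP formed by the decarboxylase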
KRASV12 cytotoxicity – cytotoxicity in KRAS-transformed pancreatic duct cells, primary screen, cell-based, fluorescence, HTS (AID 431); HPDE-C7K KRASV12 cells, Alamar Blue viability, 48 h; higher % means a stronger effect; cytotoxicity, % at 10 µM, or EC50 in µM where a hit was titrated; 63,000 tested, 1.7% active;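 active means compounds whose percent cytotoxicity in the single-dose primary screen, scaled between solvent and toxic-drug controls, exceeds 50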;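 further: 0% = DMSO solvent wells and 100% = doxorubicin-treated wells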
Spn MK inh – inhibitors of Streptococcus pneumoniae mevalonate kinase; purified MK, PK/LDH-coupled NADH absorbance 340 nm; AID 555; inhibition, % at 10 µM; 65,000 tested, 0.48% active;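 active means ranked among the strongest by inhibition in the single 10 µM screen, a fixed top-ranked set picked for dose follow-up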; further: no value below 0 was filed
HT1080 cytotoxicity – cytotoxicity in HT1080 fibrosarcoma cells, cell-based, fluorescence readout (AID 620); 87,000 tested, 0.42% active; HT1080 viability, fluorescence; higher % means a stronger effect; one-dose cytotoxicity, % at 10 µM; EC50 in µM for titrated hits;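 further: cells exposed to compound overnight then 4 h with Alamar Blue; 0% = vehicle DMSO and 100% = killing control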
Bfl-1 displacement – Bfl-1 inhibitors, primary screen, biochemical, fluorescence polarization, FITC-Bid, mouse (AID 432); FITC-Bid BH3 peptide fluorescence polarization displacement; higher % means a stronger effect; one-dose displacement, % at 20 µM; IC50 in µM for titrated hits; 64,000 tested, 0.02% active; in the data active means a potency from the dose series; inactive means the rest, 99 in 100 with displacement below about 15%; further: strong numbers were not always called active
HPDE-C7 cytotoxicity – cytotoxicity in HPDE-C7 cells, cell-based, fluorescence, HTS (AID 430); HPDE-C7 pancreatic duct cells viability, fluorescence; higher % means a stronger effect; cytotoxicity, % at 10 µM, or EC50 in µM where a hit was titrated; 63,000 tested, 1.8% active;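 further: cells exposed to compound for 48 hours before viability readout; 0% = vehicle and 100% = reference cytotoxic drug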
Spn PMK inh – blocks S. pneumoniae phosphomevalonate kinase; purified PMK, PK/LDH-coupled NADH absorbance 340 nm; inhibition, % at 10 µM; 65,000 tested, 0.49% active; AID 539;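 active means top-ranked compounds by inhibition in the single 10 µM screen, taking a fixed number of the strongest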;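 further: 0% = full reaction with DMSO carrier and 100% = background rate without enzyme reaction; no value below 0 was filed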
LYP inhibition – inhibition of human PTPN22 tyrosine phosphatase – biochemical, DiFMUP fluorescence, recombinant catalytic domain, 10 µM, primary screen (AID 606); recombinant LYP catalytic domain, DiFMUP fluorescence; higher % means a stronger effect; inhibition, % at 10 µM, or IC50 in µM where a hit was titrated; 52,000 tested, under 10 active;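 active means IC50 under 40 µM in the dose-response test; inactive means IC50 of 40 µM or more, or never dose-tested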
TNAP inhibition – human TNAP enzyme inhibitors, biochemical, luminescent (AID 518). purified TNAP enzyme, luminescent substrate readout; higher % means a stronger effect. inhibition, % at 20 µM, or IC50 in µM where a hit was titrated. 64,000 tested, 0.09% active; in the data active means a potency from the dose series; inactive means the rest, 99 in 100 with inhibition below about 22%;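 further: plate controls were vehicle for no effect and reference inhibitor for full effect; many of its hits are not listed in these tables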
Spn PMK inh pilot replicates – also measured in Spn PMK inh; calls as there; inhibition, %; measured here: pilot screen replicates
Spn MK inh pilot replicates – further read-out of Spn MK inh, marked with its call; inhibition, %; measured here: pilot screen replicates
DPM-DC inhibit pilot screen % – recorded beside DPM-DC inhibit, whose call it bears; inhibition, %; measured here: pilot screen trials
An asterisk follows results filed as active; i = inactive; / = not tested or not shown; + = active, no number. Unless noted, no stated cut-off is given here; in the data, active means cytotoxicity above about 50%; inactive means the rest.

SMILES	DPM-DC inhibit	KRASV12 cytotoxicity	Spn MK inh	HT1080 cytotoxicity	Bfl-1 displacement	HPDE-C7 cytotoxicity	Spn PMK inh	LYP inhibition	TNAP inhibition	others
O=C(CSCc1cccc(F)c1)N1CCN(c2ccccc2)CC1	i	4%	7	-3%	7%	-34%	25*	8%	9%	Spn PMK inh pilot replicates=3.5*;Spn MK inh pilot replicates=0.0;DPM-DC inhibit pilot screen %=0.0
O=C(Nc1ccc(F)cc1)NC1CCN(Cc2nnnn2Cc2ccco2)CC1	i	-4%	0	2%	0%	-13%	0	9%	8%	Spn PMK inh pilot replicates=0.0;Spn MK inh pilot replicates=0.0;DPM-DC inhibit pilot screen %=0.5
O=C1N2CN(C(c3ccccc3)c3ccccc3)CN=C2SC1(CO)CO	i	-29%	4	9%	6%	-14%	0	-15%	9%
CCCC(=O)Nc1ccccc1NC(=O)C1CCCCC1	i	-7%	6	4%	-7%	-3%	9	4%	9%
CCOC(=O)CCc1c(C)c(C#N)c2nc3ccccc3n2c1-n1ccnc1	i	-3%	0	-9%	-7%	-10%	0	6%	14%
COCCn1nnnc1C(c1ccc2ncccc2c1)N1CCc2ccccc21 (stereo not drawn)	i	-48%	3	-9%	-4%	-20%	7	4%	6%
C=CCn1c(Br)nc2c1c(=O)[nH]c(=O)n2C	i	-2%	1	7%	-2%	-14%	17	2%	22%	Spn PMK inh pilot replicates=8.5;Spn MK inh pilot replicates=2.0;DPM-DC inhibit pilot screen %=2.0
Cc1cc(C)n(-c2ccc3cccc(NS(C)(=O)=O)c3n2)n1	i	22%	0	2%	-1%	18%	0	8%	17%	Spn PMK inh pilot replicates=2.0;Spn MK inh pilot replicates=0.0;DPM-DC inhibit pilot screen %=0.5
CCn1c(SCC(=O)NCC2CCCO2)nc2cc(S(=O)(=O)N3CCCCC3)ccc21 (stereo not drawn)	i	-8%	0	3%	1%	-9%	13	14%	31%
O=C(CCNS(=O)(=O)c1cccc2nonc12)NCc1cccs1	i	-7%	11	27%	-8%	-12%	0	/	4%
CCOC(=O)N1CCC(NC(=O)CCC(=O)N2CCOc3ccccc32)CC1	i	-8%	0	7%	2%	-15%	12	11%	4%
Cc1ccc(C)c(N2CCN(C(=O)C3CCCN(S(=O)(=O)c4cnc[nH]4)C3)CC2)c1 (stereo not drawn)	i	-4%	11	-8%	-4%	-4%	8	5%	11%
CCc1nnc(NC=C2C(=O)OC(C)(C)OC2=O)s1	i	-8%	4	10%	-1%	-2%	15	-1%	15%
CC(=O)/C(C(=N)N1CCN(c2cccc(Cl)c2)CC1)=C(\C)O	i	10%	10	-1%	-6%	-1%	4	6%	12%
COc1cccc(CNC(=O)C2CCCN(S(=O)(=O)c3c(C)n[nH]c3C)C2)c1 (stereo not drawn)	i	-6%	2	-2%	-5%	-21%	18	/	22%
CCOc1ccccc1-n1c(SCC(N)=O)nnc1-c1ccccc1	i	0%	16	-4%	-1%	3%	12	12%	10%
CCOC(=O)N1CCN(C(=O)c2ccc(Cl)c(S(=O)(=O)N3CCOCC3)c2)CC1	i	-5%	5	1%	3%	-5%	9	12%	5%
Nc1nnc(SCC(=O)N2CCN(c3ccccc3)CC2)n1-c1ccccc1	i	7%	3	-2%	-4%	-7%	0	3%	12%	Spn PMK inh pilot replicates=4.5;Spn MK inh pilot replicates=3.5;DPM-DC inhibit pilot screen %=3.0
COc1cc(C2NC(=O)N(C)C3=C2C(=O)CCC3)cc(OC)c1OC (stereo not drawn)	i	-2%	0	-8%	-1%	-6%	9	/	3%
COc1ccc(S(=O)(=O)Cc2ccc(C(=O)N3CCN(c4ccccc4F)CC3)o2)cc1	i	-14%	8	-3%	-2%	-22%	0	-8%	1%
O=S1(=O)NC(=NCc2ccco2)c2ccccc21	i	-1%	8	2%	-1%	0%	3	14%	17%
COc1ccc(-c2nsc3c(N4CCN(C(=O)c5ccco5)CC4)ncnc23)cc1	+	10%	9	-2%	-7%	11%	11	2%	12%
Cc1cccc(NC(=O)CS(=O)(=O)c2cn(C)c3ccccc23)c1	i	22%	4	20%	-7%	4%	0	/	20%	Spn PMK inh pilot replicates=4.5;Spn MK inh pilot replicates=2.0;DPM-DC inhibit pilot screen %=0.0
COc1ccccc1NC(=O)C1=C(C)Nc2ncnn2C1c1cccs1 (stereo not drawn)	i	3%	5	/	-11%	3%	17	11%	6%
CC(NC(=O)Nc1ccc(F)cc1F)c1ccncc1 (stereo not drawn)	i	/	14	-2%	-2%	/	0	0%	7%

The list continues:
SMILES	DPM-DC inhibit	KRASV12 cytotoxicity	Spn MK inh	HT1080 cytotoxicity	Bfl-1 displacement	HPDE-C7 cytotoxicity	Spn PMK inh	LYP inhibition	TNAP inhibition	others
O=C(Cc1ccccc1)Nn1cnc2ccccc21	i	-10%	7	-8%	-4%	-9%	12	8%	6%
CC(C)OCCCn1c(=NC(=O)c2ccncc2)c(C#N)cc2c(=O)n3ccccc3nc21	/	-3%	3	-4%	2%	4%	12	/	12%
Cc1ccc(NC2=NC(c3ccc(O)cc3)n3c(nc(C)cc3=O)N2)cc1 (stereo not drawn)	i	-9%	3	-1%	0%	-11%	10	/	15%
CC(c1ccco1)N(C(=O)COc1ccc(Cl)cc1)c1ccccn1 (stereo not drawn)	i	-10%	0	-4%	-2%	5%	2	/	9%
CC1CC(C)CN(C(=O)C(NS(=O)(=O)c2ccc3c(c2)oc(=O)n3C)C(C)C)C1 (stereo not drawn)	i	4%	0	-4%	1%	10%	0	-3%	10%
Cc1nc(SCC(=O)NCc2ccc3c(c2)OCO3)c(C#N)c2c1CCCC2	i	/	0	-3%	-2%	/	11	/	12%
c1cc(C2CCCCC2)ccc1Oc1nc(N2CCOCC2)nc(N2CCOCC2)n1	i	-3%	7	-6%	-5%	15%	7	1%	2%
COc1cc(C2Nc3cccc4cccc(c34)N2)cc(OC)c1OC(C)=O	i	84%*	0	-7%	1%	72%*	4	-2%	20%
CCOc1nc(OCC)nc(N2CCC(C)CC2)n1	i	-17%	0	-10%	7%	-28%	0	5%	13%	Spn PMK inh pilot replicates=3.0;Spn MK inh pilot replicates=0.0;DPM-DC inhibit pilot screen %=6.5
CCOc1ccc(CC(=O)NCc2cn3c(C)csc3n2)cc1	i	0%	5	4%	-9%	0%	0	/	6%
Cc1cnc(C(=O)Nc2ccc(C(=O)N(C)C3CCCCC3)cc2)cn1	i	0%	11	2%	0%	-3%	1	/	-2%
O=C(O)C1CCCCC1C(=O)Nc1ccccn1 (stereo not drawn)	i	6%	10	9%	0%	12%	5	16%	15%	Spn PMK inh pilot replicates=0.0;Spn MK inh pilot replicates=0.0;DPM-DC inhibit pilot screen %=0.0
O=C(O)c1cc(O)ccc1-c1ccc(O)cc1	i	-14%	10	3%	-9%	3%	12	/	8%
COc1ccc(NC(=O)C2CC(c3cc(OC)c(OC)c(OC)c3)=NO2)cc1OC (stereo not drawn)	i	-2%	2	5%	8%	-3%	0	-1%	3%
CCCn1nc(NC(=O)CC(C)C)c2cc3ccccc3nc21	i	6%	8	2%	-7%	-2%	5	0%	3%
CCCCOc1ccc(C(=O)NC)cc1	i	-12%	6	-1%	-2%	-6%	0	-4%	9%
COc1ccc2cc(C3(C)NC(=O)N(CC(=O)NCc4ccco4)C3=O)ccc2c1 (stereo not drawn)	i	-1%	0	12%	1%	3%	13	9%	10%
CCOC(=O)N1CCN(S(=O)(=O)c2ccc(C)cc2)C1c1ccccc1 (stereo not drawn)	i	21%	12	2%	1%	18%	0	3%	1%
CCOC(=O)NC(Nc1ncccn1)(C(F)(F)F)C(F)(F)F	i	-17%	0	20%	-5%	-15%	11	6%	7%
CCc1ncc(C(O)c2cccc3ccccc23)n1C (stereo not drawn)	i	-6%	4	4%	0%	-11%	9	2%	13%
OC1CCN(c2ncnc3nc[nH]c23)CC1	i	-6%	17	/	2%	2%	5	-1%	7%
O=C(Cn1c(-c2cncs2)nc2ccccc21)NCCc1ccccc1	i	3%	0	-2%	-7%	0%	2	-1%	8%
CC1CCCN(C(=O)C2CCN(CCCc3ccccc3)CC2)C1 (stereo not drawn)	i	-7%	25	-3%	-1%	-3%	15	9%	12%
CCS(=O)(=O)N1CCC(C(=O)NCc2ccc(F)cc2)CC1	i	0%	11	/	-9%	-10%	3	/	8%
CCNc1nnc(-c2ccc(C)cc2)o1	i	-6%	8	5%	-4%	8%	6	/	-3%

Other compounds follow:
SMILES	DPM-DC inhibit	KRASV12 cytotoxicity	Spn MK inh	HT1080 cytotoxicity	Bfl-1 displacement	HPDE-C7 cytotoxicity	Spn PMK inh	LYP inhibition	TNAP inhibition	others
Clc1ccc(-c2nnc3sc(-c4ccc(Br)o4)nn23)cc1	i	-11%	11	4%	-5%	-14%	14	12%	16%	Spn PMK inh pilot replicates=0.5;Spn MK inh pilot replicates=0.0;DPM-DC inhibit pilot screen %=12
COCCCN(C(C)=O)c1nc(-c2ccc(OC)cc2)cs1	i	33%	20	-2%	2%	30%	13	/	15%
CCc1cccc(CC)c1NC(=O)CSc1nnc(C(C)C)n1CC	i	/	3	1%	-2%	/	8	-11%	5%
C=CCn1cc(C(=O)NCCCOCC)c(=O)c2cc(S(=O)(=O)N(CC)CC)ccc21	i	-14%	11	11%	-9%	-22%	9	-13%	7%
COc1cc(NC(=O)CSc2nnc(C)s2)cc(OC)c1	i	-5%	6	10%	-3%	-2%	10	-6%	8%
COC(=O)CC1SC(=O)NC1=O (stereo not drawn)	i	-14%	15	29%	4%	-3%	1	-1%	14%	Spn PMK inh pilot replicates=0.0;Spn MK inh pilot replicates=0.0;DPM-DC inhibit pilot screen %=0.0
O=C(NC1(C(F)(F)F)NC(=O)N(C2CCCCC2)C1=O)c1cccs1 (stereo not drawn)	i	-6%	0	0%	-11%	-1%	3	12%	10%
O=C(Cc1cccs1)Nc1ccc(C(=O)O)cc1	i	-3%	10	-7%	-4%	-1%	16	5%	6%
COc1cc(C2C(C(C)=O)=C(O)C(=O)N2CCc2ccc(OC)c(OC)c2)ccc1O (stereo not drawn)	i	2%	8	5%	-5%	-6%	6	2%	14%
[O-]/[N+](=C/c1ccc(F)cc1)c1ccccc1	i	-2%	13	4%	-10%	-10%	15	/	7%

Reprinted at random: 4 records from the list
SMILES	DPM-DC inhibit	KRASV12 cytotoxicity	Spn MK inh	HT1080 cytotoxicity	Bfl-1 displacement	HPDE-C7 cytotoxicity	Spn PMK inh	LYP inhibition	TNAP inhibition	others
O=C(Cc1cccs1)Nc1ccc(C(=O)O)cc1	i	-3%	10	-7%	-4%	-1%	16	5%	6%
CCc1cccc(CC)c1NC(=O)CSc1nnc(C(C)C)n1CC	i	/	3	1%	-2%	/	8	-11%	5%
COc1cc(NC(=O)CSc2nnc(C)s2)cc(OC)c1	i	-5%	6	10%	-3%	-2%	10	-6%	8%
COC(=O)CC1SC(=O)NC1=O (stereo not drawn)	i	-14%	15	29%	4%	-3%	1	-1%	14%	Spn PMK inh pilot replicates=0.0;Spn MK inh pilot replicates=0.0;DPM-DC inhibit pilot screen %=0.0

Source: PubChem

This is a random part of the collection. Share with any hit: about 3.5%.
